# HT1080NT lethal: kills 2HG-producing HT-1080-NT fibrosarcoma cells. HT-1080-NT fibrosarcoma viability, CellTiter-Glo ATP luminescence, 48 h. Potency, µM (doses to about 46.1 µM), without a hit: top-dose activity, negative = less viability, actives largely listed as cytotoxic. 360,000 tested, 1.6% active. AID 686970;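 also: NT is the 2HG producing partner of a matched IDH1 knockdown line; potency is read from the fitted curve at half-maximal effect; 0% = DMSO-treated cells and -100% = media-only wells without cells; nearly all actives have a fitted effect of over 55% in size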
#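 Read-out is CellTiter-Glo luminescence after 10 minutes at room temperature, following 48 hours' compound treatment of HT-1080-NT cells (750 cells/well, RPMI, 5% FBS, 37 degrees C).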
# IL1B secr inh: inflammasome signaling inhibition, IL-1 beta readout. THP-1 LPS/ATP IL-1B secretion, AlphaLISA, 16 h; stronger effect = lower value. activity change, % at 57.5 µM. 360,000 tested, 4.7% active; in the data active = activity change below about -50%; inconclusive = mostly about -30% to -49%; also: % is scaled to controls: 0 for no effect and ±100 for the full control effect
#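 THP-1 cells pretreated 1 hr with compounds (up to 57.5 uM final), then stimulated with LPS (250 ng/mL final) plus ATP (1.25 mM final); secreted IL-1B measured by AlphaLISA after 16 hr, decreased signal indicating inhibition.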
# MCF10A rerep: induces DNA re-replication in MCF 10a normal breast cells. MCF 10A DNA re-replication, Hoechst nuclear intensity, 48 h. Potency, µM (titrated, usually from 46.1 µM), without a hit: at the highest dose activity, positive = re-replication, usual class: activators. 350,000 tested, 2.9% active. AID 624296; also: potency is read from the fitted curve at half-maximal effect; % of control where 0% means no effect; nearly all actives have a fitted effect of over 50% in size
# ATXN2 expr inh: inhibitors of ATXN2 expression; Potency, µM (titrated, usually from 57 µM), inactives show top-dose activity change, negative = inhibition, hits mostly inhibitors; 360,000 tested, 0.72% active; AID 1745845; HEK-293 ATXN2-luciferase reporter, luminescence, 24 h; also: potency is read from the fitted curve at half-maximal effect; % is scaled to controls: 0 for no effect and ±100 for the full control effect; nearly all actives have a fitted effect of over 55% in size
#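 qHTS (up to 57 uM final) was run with 24 h compound exposure of reporter cells at 37 °C. Each well was multiplexed: SteadyGlo luminescence measured ATXN2-luciferase expression after a fluorogenic Gly-Phe-AFC viability readout (25 uM final).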
# KB-3-1 cytotox: KB-3-1 parental cell cytotoxicity; KB-3-1 viability, CellTiter-Glo ATP luminescence, 72 h; Potency, µM (series often up to 46.1 µM), without a hit: top-dose activity change, negative = cytotoxic, most hits filed as cytotoxic; 400,000 tested, 1.4% active; AID 1347075; also: potency is read from the fitted curve at half-maximal effect; % is scaled to controls: 0 for no effect and ±100 for the full control effect; nearly all actives have a fitted effect of over 60% in size
#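 72 h, 37 °C compound treatment of KB-3-1 parental cells; CellTiter-Glo added, 10 min, luminescence read. Data corrected against DMSO-only plates and normalized before curve fitting.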
# KB-V1 MDR tox: KB-V1 MDR subline cytotoxicity; KB-V1 MDR cells viability, CellTiter-Glo, 72 h; Potency, µM (series often up to 46.1 µM), for inactives: at the highest dose activity change, negative = cytotoxicity, most hits filed as cytotoxic; 400,000 tested, 3.4% active; also: potency is read from the fitted curve at half-maximal effect; % is scaled to controls: 0 for no effect and ±100 for the full control effect; nearly all actives have a fitted effect of over 60% in size
#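 KB-V1 MDR subline cells in DMEM (phenol-red free, 10% FBS) exposed to compounds in qHTS concentration series for 72 h at 37 degrees C. Viability read by CellTiter-Glo luminescence; concentration-effect curves fitted after normalization and correction.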
# HT1080 IDH1KD tx: toxicity to HT-1080 IDH1 knockdown cells (counter line); HT-1080 IDH1 knockdown viability, ATP luminescence, 48 h; Potency, µM (highest dose often 46.1 µM), for inactives: top-dose activity, negative = toxicity, actives largely listed as cytotoxic; 360,000 tested, 2% active;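 also: potency is read from the fitted curve at half-maximal effect; 0% = DMSO wells and -100% = cell-free medium wells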
#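 In this qHTS, HT-1080 cells depleted of IDH1 are exposed for 48 h at 37 °C to compound titrations. Toxicity is scored from CellTiter-Glo luminescence, with DMSO as full viability and medium alone as none.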
# S2 tox: viability counter-screen for ATXN expression inhibitors; S2 cells (HEK-293 line with an ATXN2-luciferase reporter) viability, CellTiter-Fluor protease fluorescence, 24 h; Potency, µM (highest dose often 56.7 µM), usual class: cytotoxic; 400,000 tested, 0.49% active; also: potency is read from the fitted curve at half-maximal effect; nearly all actives have a fitted effect of over 40% in size
# SW480 rereplic: inducers of DNA re-replication in SW480 colon cancer cells | SW480 DNA re-replication, Hoechst DNA content imaging, 48 h | Potency, µM (series often up to 46.1 µM), without a hit: top-dose re-replication activation, actives largely listed as activators | 340,000 tested, 1.8% active | AID 624297; also: potency is read from the fitted curve at half-maximal effect; % of control where 0% means no effect; nearly all actives have a fitted effect of over 55% in size
#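 Compounds, transferred as 23 nL by pin tool, were incubated with cells for 48 hr; DNA content per nucleus was then quantified by Hoechst staining and fluorescence plate imaging.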
# Starred values were filed as active, the others as inactive; i = inactive; ? = inconclusive; / = no result given; [ ] = dose if it differs, or a comment. Unless noted, calls follow the shape of the dose curve; as a rule, active = well fitted curve in the direction sought with a large enough effect; inconclusive = small, poorly fitted or top-dose-only effect, or another doubt; inactive = no such curve, though single readings can be large; an effect the other way counts as inactive or inconclusive.
SMILES,HT1080NT lethal,IL1B secr inh,MCF10A rerep,ATXN2 expr inh,KB-3-1 cytotox,KB-V1 MDR tox,HT1080 IDH1KD tx,S2 tox,SW480 rereplic
COc1ccc(S(=O)(=O)c2c(SC)nn(CC(=O)Nc3ccc(C)c(Cl)c3)c2N)cc1,/,/,/,?,-24%,0%,/,?,/
Nc1ccc2c(c1)C(=NO)c1ccccc1-2,0%,-18,?,3%,-10%,1%,-2%,?,?
CSc1nn2c(C)c(C)c(C)nc2c1C#N,0%,0,-10%,2%,24%,-5%,24%,i,1%
C(=C\c1ccccc1)/CN1CCN(C(c2ccnc3ccccc23)c2nnnn2C2CCCCC2)CC1 (stereo unspecified),?,?,/,?,?,?,?,?,/
COc1ccc(NC2=C3CCCC=C3N(c3ccc(OC)cc3)C2=O)cc1,-14%,?,-7%,/,-3%,7%,-10%,i,-7%
CCC1CCCCN1C/C=C/c1ccccc1[N+](=O)[O-] (stereo unspecified),-12%,0,2%,0%,-28%,0%,0%,i,-2%
O=C(COC(=O)/C=C/c1ccc(OC(F)F)cc1)NC1CCCC1,-2%,14,-5%,-9%,0%,5%,-1%,i,-3%
Cc1nonc1OCCN1CCN(c2ccccc2[N+](=O)[O-])CC1,15%,0,?,-9%,1%,?,4%,i,-29%
CCOC(=O)c1cc(C(=O)NCc2ccc(Cl)cc2Cl)nn1C,-2%,6,5%,5%,?,-14%,1%,i,-93%[inhibitor]
O=C(Nc1ccc(-n2cnnn2)cc1)C(c1ccccc1)c1ccccc1,-1%,5,0%,-9%[11.3 µM],3%,15%,0%,i,-1%
Cc1cccc(OCC(O)CN2CCc3ccccc3C2)c1 (stereo unspecified),1%,-21,2%,/,1%,-14%,0%,i,-5%
CCOc1cc(C2C(C(=O)OCC(C)C)=C(C)N=C3SCCC(=O)N32)ccc1OC(C)=O (stereo unspecified),-3%,6,291%[0.0737 µM],1%,1%,-6%,-11%,i,-11%
COc1ccccc1-c1cc2c(c3c1ccn3C)C1CCC2C1 (stereo unspecified),0%,-8,/,4%,-4%,-19%,1%,i,/
O=C(c1cccnc1)N1CCN(Cc2ccc3ccccc3c2)CC1,3%,24,18µM*,/,?,?,-7%,/,0%
COC(=O)NC1CSCC1OC(=O)c1ccc(Br)cc1 (stereo unspecified),14%,-6,-1%,-6%,11%,11%,0%,i,-3%
CCCC(=O)Nc1ccc(C(=O)Nc2cc(C(F)(F)F)ccc2Cl)cc1,-28%,-4,?,?,-7%,-17%,?,i,-15%
Cn1c(NCCO)nc2c1c(=O)n(Cc1ccc(F)cc1)c(=O)n2C,-3%,24,5%,-1%,3%,23%,1%,i,-1%
CCCN1CCN(C(c2cc3cc(OCC)ccc3[nH]c2=O)c2nnnn2C2CCCCC2)CC1 (stereo unspecified),?,27,16%,-5%,1%,-1%,?,i,0%
Cc1cccc(-c2noc(-c3ccccc3OCC(=O)Nc3ccccc3[N+](=O)[O-])n2)c1,/,/,/,6%,-1%,17%,/,i,/
N#Cc1ccc(C(=O)N/N=C/c2cn(CC(=O)O)c3ccccc23)c(F)c1,0%,3,-58%[inhibitor],1%,-4%,-15%,-3%,i,?
CCCNC(=O)Cn1cc(S(=O)(=O)N2CCCC2)c(S(=O)(=O)N2CCCC2)c1,12%,5,0%,11%,9%,0%,9%,i,-4%
CN(c1ccccc1)S(=O)(=O)c1ccc(NC(=O)c2cc(=O)c3ccccc3o2)cc1,/,/,/,0%,5%,11%,/,i,/
O=C(NC1(C(F)(F)F)N=C2SCCN2C1=O)c1ccccc1F (stereo unspecified),-3%,41,0%,/,2%,?,8%,i,-6%
Cc1nc2cc(C(=O)O)ccc2n1-c1ccccc1,-3%,11,2%,-9%,2%,2%,9%,i,-1%
CC1(C)C(CO)=CC(=O)C2=C1SCC(=O)N2,8%,8,-5%,9%,8%,-4%,13%,i,-95%[inhibitor][9.22 µM]
COc1ccccc1NC(=S)N/N=C/c1cccc(C)c1,0%,10,?,20%,15µM*,?,3%,?,?
COc1cc(/C=C/C(=O)NCC(=O)N2CCC(N(C)CCN3CCOCC3)CC2)ccc1OC(C)C,1%,25,-14%,43%[activator],0%,1%,1%,i,1%
CCOc1ccc2[nH]c(=O)c(CN(CCO)C(=O)c3ccc(F)cc3)cc2c1,0%,-1,0%,0%,8%,6%,0%,i,0%
CC(=O)c1sc(NC(=O)c2ccccc2C)nc1C,-7%,-5,?,37%[activator],-5%,-18%,-27%,i,3%
Cc1[nH]c2ccccc2c1/C=C(\C#N)S(=O)(=O)c1ccccc1,6%,-4,3%,-7%,-11%,4%,-9%,i,-1%

# Whole records, looked up by structure.
# Entry for Cc1cccc(-c2noc(-c3ccccc3OCC(=O)Nc3ccccc3[N+](=O)[O-])n2)c1 → HT1080NT lethal: /; IL1B secr inh: /; MCF10A rerep: /; ATXN2 expr inh: 6%; KB-3-1 cytotox: -1%; KB-V1 MDR tox: 17%; HT1080 IDH1KD tx: /; S2 tox: i; SW480 rereplic: /
# Entry for Cc1cccc(OCC(O)CN2CCc3ccccc3C2)c1 (stereo unspecified) → HT1080NT lethal: 1%; IL1B secr inh: -21; MCF10A rerep: 2%; ATXN2 expr inh: /; KB-3-1 cytotox: 1%; KB-V1 MDR tox: -14%; HT1080 IDH1KD tx: 0%; S2 tox: i; SW480 rereplic: -5%

# 2 entries picked at random from those above:
SMILES,HT1080NT lethal,IL1B secr inh,MCF10A rerep,ATXN2 expr inh,KB-3-1 cytotox,KB-V1 MDR tox,HT1080 IDH1KD tx,S2 tox,SW480 rereplic
CSc1nn2c(C)c(C)c(C)nc2c1C#N,0%,0,-10%,2%,24%,-5%,24%,i,1%
COc1ccc(S(=O)(=O)c2c(SC)nn(CC(=O)Nc3ccc(C)c(Cl)c3)c2N)cc1,/,/,/,?,-24%,0%,/,?,/

# The list goes on:
# Results follow in this order: HT1080NT lethal	IL1B secr inh	MCF10A rerep	ATXN2 expr inh	KB-3-1 cytotox	KB-V1 MDR tox	HT1080 IDH1KD tx	S2 tox	SW480 rereplic
CCCn1c(NC(=O)C2CCN(C(=O)c3ccc(F)cc3)CC2)nc2ccccc21
  0%	0	22%	-17%	2%	?	-5%	i	21%
Cc1nc(SCC(=O)Nc2ccccn2)n[nH]1
  8%	22	-3%	3%	1%	-2%	11%	i	-21%[1.84 µM]
CCCCOc1cccc(C(=O)NC(=S)Nc2cccc(NC(=O)c3ccccc3Cl)c2)c1
  -7%	25	1%	6%	17%	12%	-20%	i	-1%
CSc1nnnc2ccccc12
  2%	-3	-1%	5%	-26%	?	13%	i	-1%
COc1ccc(-c2noc(CCCC(=O)NCCc3ccccc3)n2)cc1OC
  0%	59	16%	-13%	3%	-31%	7%	i	-14%
Cc1ccc(C(=O)N/C(=C/c2ccc(N(C)C)cc2)C(=O)NCC2CCCO2)cc1 (stereo unspecified)
  -10%	-2	5%	-22%	-18%	-27%	-9%	i	-7%
C[C@@]12C(=O)N(CC3CCCO3)CC(=O)N1[C@H]1c3ccccc3OC[C@@H]1[C@@H]2c1ccccc1 (stereo partly specified)
  0%	-1	-1%	2%	-2%	0%	1%	i	-4%
Clc1ccccc1Cn1nnc(-c2cccs2)n1
  0%	6	-2%	3%	-20%	?	3%	i	0%
N/C(=N\OC(=O)Cc1ccccc1)c1ccc([N+](=O)[O-])cc1
  ?	-2	-2%	8%	12%	?	18%	i	-3%
S=C(NNC(=S)NC1CC2CCC1C2)NC1CC2C=CC1C2 (stereo unspecified)
  -16%	/	?	8%	-3%	?	-6%	i	-21%
O=C(NCc1cccs1)C1CCCN(S(=O)(=O)c2ccc3c(c2)OCO3)C1 (stereo unspecified)
  0%	4	8%	-1%	1%	-16%	2%	i	-2%[9.22 µM]
COc1ccc(NC(=O)N[C@@H](CCSC)C(=O)O)cc1OC
  2%	23	-3%	-1%	4%	21%	16%	i	-19%
CC(C)(C)c1ccc(C(=O)c2c[nH]c(C(=O)NCCCn3ccnc3)c2)cc1
  -20%	40	?	/	?	-1%	-22%	/	-11%
Nc1c(Cl)c(Cl)nc(C(=O)N/N=C/c2cccnc2)c1Cl
  -1%	/	-8%	25%	3%	2%	14%	i	-8%
C#Cc1cccc(NC(=O)Cc2cccs2)c1
  20%	-20	-2%	17%	-2%	-6%	1%	i	12%
CCCCCn1c(=O)[nH]c2cc(C(=O)N3CCN(c4ccc(C(C)=O)cc4)CC3)ccc2c1=O
  -17%	-21	10%	?	-6%	-20%	-28%	i	-18%
O=C(NCCSCc1ccco1)Nc1ccc(Cl)cc1
  0%	-5	?	0%	1%	1%	-5%	i	-7%
COC(=O)c1ccc(OC)cc1OCC(=O)N1CCN(c2ccc(F)cc2)CC1
  -2%	17	8%	7%	1%	-19%	7%	i	-3%
CC1=C(C(=O)Nc2ccccn2)C(c2ccc(Br)cc2)NC(=S)N1 (stereo unspecified)
  -25%	-4	2%	59%[activator]	?	13%	?	i	?
NC(=O)c1ccc(Nc2ccc3c(c2)CCC3)c([N+](=O)[O-])c1
  -16%	-30	12%	-8%	0%	-9%	-12%	i	5%
